Compound activity as filed in PubChem BioAssay.
C-LANA FP: inhibitors of KSHV C-LANA binding to DNA, primary screen, biochemical, fluorescence polarization, FAM-LBS DNA, MBP-C-LANA, single point | Kaposi's sarcoma herpesvirus LANA C-terminal domain (residues 932-1162) DNA binding | inhibition, % at 9 µM | 340,000 compounds, 0.078% hits | AID 504423, 2011;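 active = highest replicate inhibition at or above 60% at 9 µM, even if other replicates fall short; inactive = all replicates below 60% inhibition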;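 also: 0% = neutral control wells and 100% = 4 µM acridine orange control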
RTF Ca sens inh: cardiac RTF calcium sensitivity inhibitors, primary screen, biochemical, IANBD-TnC fluorescence, EC70 calcium. 340,000 compounds, 0.12% hits. inhibition, % at 7.15 µM. Troponin I, cardiac muscle (Homo sapiens) + Troponin T, cardiac muscle (Homo sapiens) + …. IANBD-labeled cardiac RTF, Ca2+ fluorescence;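 active = inhibition above the mean inhibition of all tested compounds plus 3 SD, cut at about 17% in these data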;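 also: assay run at fixed EC70 calcium of 1.6 mM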
MOR-DOR ag: agonists of OPRM1-OPRD1 heterodimerization, primary screen, cell-based, luminescence | Mu-type opioid receptor (Homo sapiens) + Delta-type opioid receptor (Homo sapiens), … | cells | activation, % at 9.3 µM | 340,000 compounds, 0.3% hits; in the data active = activation above about 18%;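 also: 0% = vehicle-treated cells and 100% = reference agonist; values of inactives mirror those of a sister screen read the other way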
V-ATPase pH: regulators of yeast V-ATPase proton pumping, primary screen, pHLuorin cytosolic pH fluorescence | S. cerevisiae | response, % at 10 µM | 350,000 compounds, 0.37% hits | AID 504577, 2011; in the data active = response mostly above about 7.3%, no sharp cut-off; inactive = mostly below about 5.4%; also: actives read high; inactives centre near 0; some compounds called inactive have numbers as strong as hits; reference of the scale not given here
MOR-DOR inv ag: inverse agonists of MOR-DOR heterodimerization, primary screen, cell-based, luminescence; 340,000 compounds, 0.21% hits; AID 504357, 2011; inhibition, % at 9.3 µM; cell-based MOR-DOR heterodimer luminescence, inverse agonism; Mu-type opioid receptor (Homo sapiens) + Delta-type opioid receptor (Homo sapiens), …; in the data active = inhibition above about 22%, passing the limit was not always enough;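 also: 0% = cells with DMSO and 100% = wells without cells with DMSO; values of inactives mirror those of a sister screen read the other way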
Arr AP2 block: inhibitors of beta-arrestin/AP2 binding, primary screen, biochemical, GPCR trafficking, flow cytometry. beta-arrestin 1 C-terminal peptide binding to AP2 beta2-adaptin appendage (human). inhibition, % at 10 µM. FITC-arrestin peptide / GST-AP2 beads; AP2 beta2 appendage carries R879A mutation. 340,000 compounds, 0.31% hits;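 active = inhibition above a set limit, near 3 SD of compounds lacking own fluorescence, cut at about 54% in these data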;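 also: plate controls were DMSO wells for no effect and 5 µM unlabelled arrestin peptide for full effect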
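System: GST-AP2 R879A glutathione beads; medium: PBS, Tween 20 0.05%, BSA 0.1%; reagent: fluorescein-tagged arrestin peptide at 50 nM final; schedule: pre-incubation 12 min, peptide binding 1 h, room temperature; detection: flow cytometry, FL1 (488/535 nm); read-out: inhibition as reduced fluorescein signal on beads, percent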
DSG3 Ab inh: inhibitors of pemphigus antibody binding to DSG3, primary screen, biochemical, bead-based, flow cytometry, scFv-GFP; Desmoglein-3 (Homo sapiens), P32926; DSG3-coupled beads, scFv-anti-DSG3-GFP binding; hits give low values; binding (percent of control), % at 10 µM; 310,000 compounds, 0.48% hits; AID 588358, 2011;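 active = binding more than 3 SD below its plate's average and above zero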;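 also: hits lower antibody fragment binding to DSG3; some compounds called inactive have numbers as strong as hits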
Keap1 Nrf2 FP: Keap1-Nrf2 protein-protein interaction inhibitors, primary screen, biochemical, fluorescence polarization, single point. Kelch-like ECH-associated protein 1 (Homo sapiens), Q14145. Keap1 Kelch-Nrf2 peptide fluorescence polarization, 1536-well. inhibition, % at 9.4 µM. 340,000 compounds, 0.15% hits. AID 504523, 2011; in the data active = inhibition above about 12%;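 also: human Keap1 Kelch domain with fluorescein labeled Nrf2 9mer peptide probe; 0% = neutral control wells and 100% = peptide positive control; higher means more block of Keap1 binding to Nrf2 peptide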
Target sequence (Q14145 whole entry, looked up, the tested form may be a part): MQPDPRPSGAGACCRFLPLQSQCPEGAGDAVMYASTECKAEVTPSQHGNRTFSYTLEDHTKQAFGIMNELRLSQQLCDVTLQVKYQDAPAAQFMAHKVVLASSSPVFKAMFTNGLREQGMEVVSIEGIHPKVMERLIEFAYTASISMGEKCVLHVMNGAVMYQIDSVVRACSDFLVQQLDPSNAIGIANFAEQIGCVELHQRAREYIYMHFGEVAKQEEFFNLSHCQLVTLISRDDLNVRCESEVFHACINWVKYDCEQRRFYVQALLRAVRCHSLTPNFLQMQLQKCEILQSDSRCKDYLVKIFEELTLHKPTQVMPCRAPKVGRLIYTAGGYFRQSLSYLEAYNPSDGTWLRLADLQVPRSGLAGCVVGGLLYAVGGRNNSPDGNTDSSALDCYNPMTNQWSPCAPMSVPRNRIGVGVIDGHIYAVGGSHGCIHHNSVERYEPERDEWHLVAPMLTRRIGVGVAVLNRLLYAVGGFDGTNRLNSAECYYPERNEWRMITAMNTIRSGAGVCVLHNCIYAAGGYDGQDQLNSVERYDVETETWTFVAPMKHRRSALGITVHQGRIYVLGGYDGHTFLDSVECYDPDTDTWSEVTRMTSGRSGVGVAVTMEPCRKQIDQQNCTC
RTF Ca sens act: cardiac RTF calcium sensitivity activators, primary screen, biochemical, IANBD-TnC fluorescence, EC20 calcium; activation, % at 7.2 µM; IANBD-labeled TnC RTF fluorescence at EC20 calcium; 0% EC20 calcium, 100% full calcium; 340,000 compounds, 0.24% hits; Troponin I, cardiac muscle (Homo sapiens) + Troponin T, cardiac muscle (Homo sapiens) + …;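 active = activation above the mean over all tested compounds plus 3 SD, cut at about 30% in these data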;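 also: rise in fluorescence read as greater calcium sensitivity of cardiac thin filaments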
Wnt bcat act: Wnt/beta-catenin pathway activators, primary screen, cell-based, plate reader, single point. Wnt/beta-catenin reporter cell assay, activator. AID 743398, 2014. activation, % at 9.35 µM. 300,000 compounds, 1.2% hits; in the data active = activation above about 30%, passing the limit was not always enough;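 also: 0% = neutral control wells and 100% = positive control wells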
The depositor's hits bear a star; / = no result given. Some of the compounds tested; the hit share may differ from the screen's.

SMILES | C-LANA FP | RTF Ca sens inh | MOR-DOR ag | V-ATPase pH | MOR-DOR inv ag | Arr AP2 block | DSG3 Ab inh | Keap1 Nrf2 FP | RTF Ca sens act | Wnt bcat act
CCCc1[nH]nc2c1C1(C(=O)N(CC(N)=O)c3ccccc31)C(C(=O)OC)=C(N)O2 (stereo unspecified) | 1.8 | -9 | -1.3 | 5 | 6 | -5 | 103 | 2 | 3 | -1
CC1CCC(NCCc2ccc3c(c2)OCO3)CC1 (stereo unspecified) | 1.0 | -7 | 0.3 | -4 | -2 | -3 | 112 | 0 | 9 | -2
COc1ccc(C2SCC(=O)Nc3c2c(=O)[nH]n3C2CCCCCC2)cc1OC (stereo unspecified) | -0.7 | -5 | -3.6 | -3 | 18 | 4 | 98 | -5 | -1 | /
O=C(CN1C(=O)CN=C(c2ccccc2Cl)c2cc(Cl)ccc21)NCc1ccco1 | 0.9 | 3 | -2.2 | 4 | 11 | 14 | 101 | -2 | -1 | /
CCOC(=O)c1cnc(SCc2ccc(Cl)c(Cl)c2)nc1N1CC1 | 1.3 | -5 | 2.5 | -2 | -13 | 1 | 93 | -6 | -3 | 1
CN1C(=O)CN=C(c2ccccc2Cl)c2cc(Br)ccc21 | 0.9 | 0 | -3.5 | -3 | 16 | 31 | 95 | 2 | -9 | 25
CCOC(=O)C1=C(C)OC(N)=C(C#N)C12C(=O)Nc1ccc(C)cc12 (stereo unspecified) | -1.0 | -4 | 0.2 | -4 | -1 | 4 | / | 2 | 0 | -5
COc1cccc(NP(=O)(Oc2ccc(Cl)cc2)Oc2ccc(Cl)cc2)c1 | 0.5 | -24 | 4.2 | -2 | -26 | 0 | 94 | -4 | -3 | -14
C[C@]12CCC(=O)C=C1CC[C@@H]1[C@@H]2C(=O)C[C@]2(C)C(=O)CC[C@@H]12 | 1.1 | 0 | -0.9 | -2 | 5 | 12 | / | -2 | 4 | -1
COc1ccc(C(=O)OC2C[C@H]3CC[C@@H](C2)N3O)cc1OC (stereo partly specified) | -1.1 | 4 | -2.6 | -2 | 12 | 23 | 98 | 0 | 0 | 1
C=C(C)[C@@H]1[C@H]2OC(=O)[C@H]1[C@]1(O)C[C@H]3O[C@]34C(=O)O[C@H]2[C@]14C | -1.0 | 8 | -0.7 | 4 | 4 | 9 | 98 | -4 | -4 | -2
CCOP(=O)(Cc1ccc(C(=O)CC)o1)OCC | 2.3 | -3 | -1.6 | 1 | 8 | -13 | 101 | -2 | -1 | -4
COC(=O)C1=C(c2c(C)noc2C)C[C@@H]2CC[C@H]1N2C(=O)NCCOc1ccc(OC)cc1 | 3.7 | 4 | -1.6 | -2 | 7 | 17 | 98 | -3 | 0 | -3
CCCCOc1ccc(CN2CCN(CC)CC2)cc1 | 0.1 | 3 | 0.5 | -4 | -3 | 25 | 106 | 0 | 10 | /
CCC(=NCc1cccnc1)c1c(O)n(-c2ccccc2C)c(=O)[nH]c1=O | 0.0 | -1 | -2.5 | 1 | 12 | -4 | 104 | -8 | -2 | 3
CC1CC(OC(=O)c2ccccc2)(c2ccccc2)C(C)CN1C (stereo unspecified) | -0.1 | -5 | -5.0 | 0 | 25 | -9 | 112 | -4 | -7 | 17
CN1C(=O)/C(=C/c2ccc(N3CCCCCC3)o2)C(=O)NC1=S | -2.8 | -37 | -3.7 | 1 | 22 | 4 | 129 | -12 | 86* | 44*
O=C(Nc1ccccc1OC(=O)N1CCOCC1)N1CCOCC1 | -1.5 | -7 | -2.8 | 0 | 15 | -3 | 90 | 5 | -1 | /
Cc1nc2ccccc2c(=O)n1-c1ccc(Br)cc1[N+](=O)[O-] | 0.9 | -7 | 2.7 | -2 | -20 | -1 | 92 | 0 | -5 | -5
N#CC1C(C#N)C2CCC1C1C2N1c1ccccc1 (stereo unspecified) | -2.4 | -7 | -3.5 | -3 | 15 | 1 | 100 | -8 | -1 | 47*
COc1ccc(OC)c(-n2c(O)c(/C=C3\C=Nc4ccccc43)c(=O)[nH]c2=O)c1 | -1.3 | -9 | -1.0 | 4 | 4 | -10 | 112 | 3 | 0 | 1
O=C(c1ccc(Cl)cc1)C1CCCN(C2CCSCC2)C1 (stereo unspecified) | -1.6 | / | / | -3 | / | -5 | 103 | 1 | / | -3
O=S1(=O)CC2(N3CCOCC3)CCCCC21 (stereo unspecified) | 1.6 | -19 | 0.5 | 8 | -2 | 24 | 118 | 4 | -3 | 2
C[C@H]1CC[C@@H]2N(C1)C[C@H]1[C@@H]3C[C@H]4[C@@H](CC(=O)[C@H]5C[C@@H](O)CC[C@@]54C)[C@@H]3CC[C@H]1[C@]2(C)O | 1.4 | -16 | -1.7 | 5 | 8 | 7 | 100 | -2 | -1 | 1
Clc1ccc2c(c1)C(c1ccccc1Cl)=NCc1nnc(N3CCN(CCSc4ccccc4)CC3)n1-2 | 1.1 | 3 | -1.8 | 4 | 9 | -5 | 103 | 1 | -1 | -1
Next part.
SMILES | C-LANA FP | RTF Ca sens inh | MOR-DOR ag | V-ATPase pH | MOR-DOR inv ag | Arr AP2 block | DSG3 Ab inh | Keap1 Nrf2 FP | RTF Ca sens act | Wnt bcat act
COc1cc(OC)c(OC)cc1CNCCc1ccc(OC)c(OC)c1 | 0.4 | -9 | -3.5 | 2 | 18 | -6 | 101 | -6 | -3 | 0
O=C(c1cc2c(s1)-c1ccccc1OC2)N1CCC2(CC1)OCCO2 | -0.2 | -5 | -0.5 | 0 | 3 | 2 | 100 | -5 | -7 | /
Cc1cc(O)c2c(c1)OC(C)(C)C1=C2CC(C)CC1 (stereo unspecified) | -1.7 | -10 | 12 | -3 | -62 | 0 | 92 | -3 | -1 | -3
Cc1nc2nc(SCC(=O)N3CCC4(CC3)OCCO4)nn2c(C)c1Cc1ccccc1 | -1.7 | -19 | -1.0 | 3 | 5 | 38 | / | -1 | -1 | 0
CN(C(=O)COC(=O)c1cn(C)c2ccccc12)C1CCCCC1 | -0.7 | 2 | -2.4 | 1 | 9 | 21 | 103 | -3 | -5 | 3
OCCNCCc1c[nH]c2ccc(OCc3ccccc3)cc12 | -0.3 | 4 | 1.1 | -1 | -5 | 7 | 100 | 2 | -5 | -2
CN1C(=O)C(=Cc2ccc(Sc3ccccc3)o2)C(=O)N(C)C1=O | -0.7 | 1 | -0.9 | 3 | 4 | 9 | 90 | 3 | 6 | 9
O=C(NC(=S)N1C[C@H]2C[C@H](C1)c1cccc(=O)n1C2)c1ccc(Cl)cc1Cl | 0.5 | 1 | -2.1 | -1 | 12 | 2 | 106 | -8 | 6 | -1
COc1ccc(S(=O)(=O)N2CCOCC2)cc1NC(=O)COC(=O)Cc1ccccc1 | -0.9 | -12 | 0.8 | 1 | -3 | -10 | 103 | -1 | 0 | -1
O=C1NC(=O)N(c2ccc3c(c2)OCO3)C(=O)/C1=C\c1ccc(-c2ccccc2C(=O)O)o1 | 4.6 | 8 | -1.4 | -5 | 7 | -7 | 96 | -4 | -1 | -1
O=c1[nH]c(=O)n(CCc2ccc(F)cc2)c(O)c1/C=N/N1CCCCC1 | -2.7 | 1 | -1.0 | 0 | 5 | 6 | / | -1 | 3 | 2
CC(=O)Nc1ccccc1C(=O)OCC(=O)c1ccc2ccccc2c1 | -0.1 | -6 | -0.5 | -2 | 3 | -8 | 96 | 0 | 4 | /
C[C@@H]([C@@H](O)c1ccccc1)N(C)C(=O)Cc1ccccc1 | 0.7 | 2 | -2.6 | 6 | 12 | 6 | 95 | -1 | -1 | 0
CCCCn1c(O)c(C(CC)=NCc2ccc3c(c2)OCO3)c(=O)[nH]c1=O | 0.0 | -1 | -2.1 | 7 | 12 | -2 | 98 | 0 | -3 | -12
CNCCc1c[nH]c2ccc(O)cc12 | -2.5 | 4 | -1.7 | -2 | 9 | 7 | 100 | -1 | 4 | 6
COC(=O)CCCCC1SCC(NC(=O)c2ccccc2)C1Cl (stereo unspecified) | 0.1 | -15 | -0.8 | 0 | 4 | 38 | 111 | 1 | 1 | -1
Cc1cc(OC(=O)c2cccs2)c2c3c(c(=O)oc2c1)CCCC3 | -0.7 | 15 | 1.9 | 1 | -13 | -8 | 107 | 0 | -2 | 3
COc1ccc2c(c1)CC1(CN2C)C(=O)NC(=O)N(c2ccc(F)cc2)C1=O (stereo unspecified) | 2.8 | -7 | 3.6 | -4 | -18 | 16 | 96 | -6 | 7 | -4
CCN(CCCl)Cc1ccccc1Br | -1.0 | 11 | -0.5 | 0 | 3 | -6 | 100 | 2 | 2 | -11
C=CCn1c(O)c(C(C)=Nc2cc(OC)ccc2OC)c(=O)[nH]c1=O | 2.0 | -9 | -0.8 | -1 | 4 | 7 | / | 4 | -4 | -2
CCOC(=O)c1c(NS(=O)(=O)c2ccccc2)n(CCCOC)c2nc3ccccc3nc12 | 0.8 | -8 | -9.5 | -1 | 46* | 6 | 82 | -5 | 5 | /
COc1cccc2c1C(=O)c1c(O)c3c(c(O)c1C2=O)CC(O)(C(C)=NO)CC3OC1CC(N)C(O)C(C)O1 (stereo unspecified) | 114* | -206 | 5.8 | 10 | -25 | 17 | 93 | 5 | 166* | 0
CCC(=NCc1ccc(F)cc1)c1c(O)n(C)c(=O)n(C)c1=O | 1.0 | -4 | 0.6 | 3 | -3 | 10 | 102 | -5 | 2 | /
CCC(=Nc1ccc2c(c1)CCC2)c1c(O)n(-c2ccc(OC)cc2)c(=O)[nH]c1=O | -0.7 | -3 | -0.9 | -3 | 5 | 5 | 109 | -2 | 3 | 5
CN(C)C(=O)Oc1ccc(-c2nnco2)cc1 | 2.1 | -5 | -3.5 | 2 | 17 | 0 | 114 | -3 | 3 | 8
CCCOC(=O)c1ccc(-[n+]2c(-c3ccccc3)cc(-c3ccccc3)cc2-c2ccccc2)cc1 | -1.4 | -1 | -1.9 | 2 | 10 | 22 | 106 | -2 | 3 | -24
CCOP(=O)(OCC)C(NC(=O)c1ccccc1Cl)=C(Cl)Cl | -0.6 | -2 | -3.1 | 3 | 17 | 7 | / | 0 | 1 | -1
